MEKK2 mut-MEK5: signal of MEK5 binding to mutant human MEKK2 PB1 domain. bead flow cytometry, Alexa488-MEK5 binding to MEKK2 mutant. percent response, % at 10 µM. hit rate 0.35% among 290,000. AID 1530; in the data active = percent response above about 24%, passing the limit was not always enough; also: inactives centre near 1; some results filed as inactive read as strong as hits
OXTR potentiator: potentiators of human oxytocin receptor | hit rate 0.061% among 320,000 | CHO-OTR cells, Fluo-8 calcium fluorescence, potentiator mode; 0% = oxytocin EC15, 100% = EC100 | activation, % at 3 µM | AID 2445;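 active = activation above that plate's cutoff, the mean activation of tested compounds plus 3 SD, cut at about 6.6% in these data, passing the limit was not always enough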;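 also: 100% uses oxytocin at 75 nM as the full agonist control; some results filed as inactive read as strong as hits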
Target sequence (P30559 whole entry, looked up): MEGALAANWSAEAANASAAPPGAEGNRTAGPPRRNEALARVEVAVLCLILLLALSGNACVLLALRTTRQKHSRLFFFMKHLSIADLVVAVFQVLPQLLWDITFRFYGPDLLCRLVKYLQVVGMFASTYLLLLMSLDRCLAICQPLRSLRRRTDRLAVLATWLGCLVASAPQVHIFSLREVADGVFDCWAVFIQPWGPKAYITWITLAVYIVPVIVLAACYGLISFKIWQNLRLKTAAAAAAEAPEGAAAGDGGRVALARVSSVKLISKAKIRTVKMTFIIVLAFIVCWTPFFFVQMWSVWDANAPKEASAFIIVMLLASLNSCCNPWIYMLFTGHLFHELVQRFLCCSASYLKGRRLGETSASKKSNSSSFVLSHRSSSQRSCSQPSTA
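Replication – single well per compound, singlicate · Assay system – CHO cell line stably expressing human OTR · Timing – 6 min pre-incubation, 100 s read · Measure – normalized max/min fluorescence ratio, % activation · Doses – 3.0 µM, one dose · Detection – Fluo-8 calcium dye fluorescence · Probe or stimulus – oxytocin near EC15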
V1aR counter: V1a receptor agonism, counter-screen for OXTR agonists. P37288. CHO-V1R cells, Fluo-8 calcium fluorescence, agonist mode; 0% DMSO, 100% 3 nM vasopressin. activation, % at 3 µM. hit rate 0.25% among 320,000. AID 2797;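 active = activation above the mean activation of all tested compounds plus 3 SD, per screening run, cut at about 20% in these data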;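 also: signal is peak over basal fluorescence ratio across a 100 second FLIPR read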
OXTR ag: agonists of human oxytocin receptor. P30559. CHO-OTR cells, Fluo-8 calcium fluorescence; normalized: DMSO 0%, oxytocin 100%. activation, % at 3 µM. hit rate 0.32% among 320,000. AID 2435;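 active = activation above the mean of all tested compounds plus 3 SD, cutoff set per screening run, cut at about 20% in these data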;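 also: peak over basal fluorescence ratio from a 100 s FLIPR kinetic read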
GPR7 antagonist: human neuropeptides B/W receptor 1 antagonism; hit rate 1.1% among 290,000; P48145; GPR7-expressing cells, fluorescence antagonist assay; inhibition, % at 4.4 µM; AID 1861; in the data active = inhibition above about 16%, passing the limit was not always enough;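 also: cells stimulated with the agonist NPW; 0% = agonist with vehicle and 100% = vehicle without agonist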
Target sequence (P48145 whole entry, looked up): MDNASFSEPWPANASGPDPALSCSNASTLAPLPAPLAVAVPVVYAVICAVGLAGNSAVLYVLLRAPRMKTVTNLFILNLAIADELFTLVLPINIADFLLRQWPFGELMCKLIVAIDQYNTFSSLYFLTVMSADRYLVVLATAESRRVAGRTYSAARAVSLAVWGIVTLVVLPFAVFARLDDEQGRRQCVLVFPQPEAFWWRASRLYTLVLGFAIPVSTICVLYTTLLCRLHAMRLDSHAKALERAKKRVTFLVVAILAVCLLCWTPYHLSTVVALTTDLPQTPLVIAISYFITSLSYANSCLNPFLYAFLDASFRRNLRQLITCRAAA
GalR3 antagonist: blocks the human galanin receptor 3 | O60755 | HEK293 GalR3-CNG cAMP membrane potential fluorescence; galR3 body fused to GalR1 C-terminus | inhibition, % at 3 µM | hit rate 0.44% among 360,000 | AID 651719;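 active = inhibition above the screen-wide average plus 3 SD, cut at about 13% in these data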;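 also: forskolin and galanin both at EC90 stimulate the cells; cAMP rise reported by CNG channel membrane potential dye signal; 0% = forskolin plus galanin with DMSO and 100% = forskolin alone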
NALP1 inh: inhibitors of NALP1 inflammasome in yeast | S. cerevisiae NALP1/ASC/caspase-1 growth, X-gal OD620, 72 h | inhibition, % at 10 µM | hit rate 0.61% among 280,000; in the data active = inhibition mostly above about 24%, no sharp cut-off; inactive = mostly below about 32%; also: some compounds called inactive have numbers as strong as hits
PfM18AAP inh: PfM18AAP enzyme inhibition. recombinant PfM18AAP, H-Glu-NHMec fluorogenic cleavage. inhibition, % at 7.35 µM. hit rate 1.2% among 290,000;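 active = inhibition above the campaign mean inhibition over all tested compounds plus 3 SD, cut at about 28% in these data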;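 also: 0% = plate median of test compound wells and 100% = 2 mM ZnCl2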
MEKK2 WT-MEK5: raises or lowers MEK5 binding to wildtype human MEKK2 PB1 domain; Q9Y2U5; bead flow cytometry, Alexa488-MEK5 binding to MEKK2 WT; actives lie on both sides; binding response (% of control), % at 10 µM; hit rate 1.1% among 290,000; AID 1531; in the data active = binding response below about 67% or above about 130%
* hit, by the source's call; nt = no result given.

SMILES	MEKK2 mut-MEK5	OXTR potentiator	V1aR counter	OXTR ag	GPR7 antagonist	GalR3 antagonist	NALP1 inh	PfM18AAP inh	MEKK2 WT-MEK5
COc1ccc2c(c1OC)C(=O)N1c3ccccc3C(=O)N(c3ccccc3)C21 (configuration not stated)	0	-5	0.4	-1.6	11	-2	13	6	100
COc1cccc(CNC(=O)CCC2CCCN(C(=O)c3cc4ccccc4o3)C2)c1 (configuration not stated)	-7	-6	-0.1	-2.1	-10	-7	-3	0	83
Cc1cc(OCCN2CCN(S(=O)(=O)c3ccccc3F)CC2)ccc1C(C)C	nt	-6	3.0	1.9	nt	-7	nt	nt	nt
COc1ccc(C(=O)Nn2c(SCC(=O)c3ccc(Cl)cc3)nc3ccccc3c2=O)cc1	-8	0	0.5	1.1	-8	-2	-8	4	87
CC(C(=O)NC1CCCC1)N(C(=O)CS(=O)CC(=O)Nc1ccc(F)cc1)c1ccc2c(c1)OCCO2 (configuration not stated)	-4	-6	-0.6	-1.5	7	-3	14	-6	94
N#Cc1c(NC(=O)Cn2cnc3ccccc3c2=O)oc(-c2ccccc2)c1-c1ccccc1	-11	-3	-0.1	-0.2	-5	2	2	-7	86
CCOc1cc(N2CCOCC2)c(OCC)cc1NC(=O)CN1CCN(Cc2ccc3c(c2)OCO3)CC1	2	-21	0.3	-0.1	-5	-2	-1	0	102
CC(c1ccccc1)N(C)CC(=O)NC(=O)NCCC1=CCCCC1 (configuration not stated)	nt	-7	-0.9	-2.5	nt	-1	nt	nt	nt
C#CCOCCOCCOCCNc1nc(N2CCN(C(=O)Cn3cc(CCCN=C(N)N)nn3)CC2)nc(N2CCN(C(=O)Cn3cc(CCCN=C(N)N)nn3)CC2)n1	-4	nt	nt	nt	4	nt	12	2	100
CC1(C)SC(=S)N(c2ccccc2)C1/[N+]([O-])=C/c1cccc([N+](=O)[O-])c1 (configuration not stated)	-4	2	-1.6	-0.3	-13	-1	6	-1	99
COc1ccc(-n2c(SC)nnc2-c2c[nH]c3ccccc23)cc1	9	-2	1.1	-0.3	1	nt	0	-2	103
COc1cc(NC(=S)NNC(=O)C(C)(C)O)cc(OC)c1	-6	0	-0.6	-0.5	-14	0	-5	27	103

The list goes on, overlapping the part above by 3 compounds.
SMILES	MEKK2 mut-MEK5	OXTR potentiator	V1aR counter	OXTR ag	GPR7 antagonist	GalR3 antagonist	NALP1 inh	PfM18AAP inh	MEKK2 WT-MEK5
CC1(C)SC(=S)N(c2ccccc2)C1/[N+]([O-])=C/c1cccc([N+](=O)[O-])c1 (configuration not stated)	-4	2	-1.6	-0.3	-13	-1	6	-1	99
COc1ccc(-n2c(SC)nnc2-c2c[nH]c3ccccc23)cc1	9	-2	1.1	-0.3	1	nt	0	-2	103
COc1cc(NC(=S)NNC(=O)C(C)(C)O)cc(OC)c1	-6	0	-0.6	-0.5	-14	0	-5	27	103
O=C(COC(=O)/C=C/c1ccc(Cl)cc1)Nc1ccccc1-c1ccccc1	7	-1	-0.6	-0.5	-8	0	27	-3	127
Cc1nc2sccn2c(=O)c1S(=O)(=O)NCc1ccccc1Cl	2	-3	0.6	1.2	-11	-1	16	5	102
CCOC(=O)C1CCCN(C(=O)c2ccc(CNS(=O)(=O)c3ccc(C)cc3)cc2)C1 (configuration not stated)	8	-1	1.5	1.0	0	-8	11	-4	104
COc1cccc(-c2cc(C(=O)O)no2)c1	7	0	1.9	1.5	1	-2	5	1	113
CC(c1n[nH]c(=S)n1Cc1ccccc1)N(C)C (configuration not stated)	0	-4	0.4	0.1	0	-3	-2	25	108
CCCSc1nc2c(cnn2-c2ccc(F)cc2)c(=O)[nH]1	9	1	-0.5	-0.4	-13	-2	29	-1	98
NC(=O)c1nsc(C(=O)N(c2cccc(F)c2)C(C(=O)NCC2CCCO2)c2c[nH]c3ccccc23)c1N (configuration not stated)	-4	-8	4.7	3.5	11	-2	2	3	102
COc1ccc2c(c1)C(C)CC(C)(C)N2C(=O)NC1CCCCC1 (configuration not stated)	-3	1	0.1	0.3	-1	-4	37	-6	95
COc1ccc(NC(=O)CC2C(=O)NCCN2C(=O)c2ccccc2)cc1 (configuration not stated)	-17	-5	0.4	0.2	-7	2	5	3	87
Cc1ccc(C(=O)Nc2nc3nc(-c4ccccc4)cc(=O)n3[nH]2)cc1	-5	-18	1.4	0.1	-5	-2	6	-7	95
COc1cc(C2SCC(=O)N2c2nnc(C34CC5CC(CC(C5)C3)C4)s2)cc(OC)c1OC (configuration not stated)	-3	10	0.8	1.2	2	1	24	-1	93
Cc1ccc(S(=O)(=O)N[C@@H](CC(C)C)C(=O)N2CCC(C(=O)N[C@@H](Cc3ccccc3)C(=O)O)CC2)cc1	-1	3	1.5	1.0	-1	-6	-3	-7	95
CCOP(=O)(OCC)/C(C#N)=C/c1ccc(-c2ccc(F)cc2F)o1	6	-12	4.8	2.4	17	-9	9	-6	97
COc1ccc(/C=C(/NC(=O)c2ccccc2)C(=O)N2CCCCC2)cc1	1	-7	1.1	-0.2	7	-6	8	-4	101
CCCn1c(N)c(C(=O)CSc2nnc(C3CC3)n2Cc2ccccc2)c(=O)[nH]c1=O	1	-3	-0.1	0.8	2	2	0	0	98
COc1nccc(C(F)(F)F)c1C(=O)NC(=O)Nc1c(C)cccc1C	3	-4	-0.9	-1.8	-4	-7	-4	4	100
CC1CCCCN1CC(=O)Nc1ccccc1Sc1ccccc1 (configuration not stated)	-2	-5	-0.7	-2.0	-17	4	15	-1	93
Cc1ccc(NC(=O)C[n+]2ccn(C3=C([O-])c4ccccc4C3=O)c2)cc1	-7	-4	-0.7	-0.9	-25	0	-7	-15	90
CC(C)(C)OC(=O)N1CCCC1C(=O)NC(Cc1ccccc1)C(=O)O (configuration not stated)	-3	0	-0.2	-0.6	-14	-6	6	-6	96
CCn1cc(/C=N\NC(=O)c2c[nH]c3ccccc23)c(C)n1	4	8	0.4	0.8	-4	1	15	-47	105
COc1cc(CNS(=O)(=O)c2ccc3c(c2)CC(C)N3C(=O)C2CCC2)cc(OC)c1OC (configuration not stated)	3	-21	6.5	5.6	-2	-2	-6	5	100
Cc1ccc(C)c(C(=O)CSc2nnc(C)s2)c1	-1	-4	-0.2	-1.5	-4	-1	11	2	92
CC(=O)Nc1nc(C)c(CCC2OCCO2)c(=O)[nH]1	10	-4	0.6	0.0	-13	3	7	-6	103
O=C(CSc1ccc(-c2ccco2)nn1)NCc1ccc(F)cc1	0	1	0.2	-1.5	-9	-9	8	-5	100

A second format for three compounds above:
The line under a structure holds: MEKK2 mut-MEK5, OXTR potentiator, V1aR counter, OXTR ag, GPR7 antagonist, GalR3 antagonist, NALP1 inh, PfM18AAP inh, MEKK2 WT-MEK5
COc1cc(NC(=S)NNC(=O)C(C)(C)O)cc(OC)c1
 : -6, 0, -0.6, -0.5, -14, 0, -5, 27, 103
O=C(COC(=O)/C=C/c1ccc(Cl)cc1)Nc1ccccc1-c1ccccc1
 : 7, -1, -0.6, -0.5, -8, 0, 27, -3, 127
Cc1nc2sccn2c(=O)c1S(=O)(=O)NCc1ccccc1Cl
 : 2, -3, 0.6, 1.2, -11, -1, 16, 5, 102

Other records:
SMILES	MEKK2 mut-MEK5	OXTR potentiator	V1aR counter	OXTR ag	GPR7 antagonist	GalR3 antagonist	NALP1 inh	PfM18AAP inh	MEKK2 WT-MEK5
COc1ccc2c(c1OC)C(=O)OC2	2	-5	1.1	1.0	-14	-4	-7	0	99
CC1CCC(NC(=O)c2ccc(/C=C3\Oc4ccccc4N(C)C3=O)cc2)CC1 (configuration not stated)	2	nt	nt	nt	-7	nt	18	-1	111
CCc1c(C(=O)Nc2ccccc2C(N)=O)csc1C	0	-10	-0.1	-1.2	2	1	17	-10	100
O=C(N/N=C\c1ccc(F)cc1)c1ccc(F)cc1	-10	-6	-1.3	0.3	9	-7	-2	-5	84
CC(C)n1c2ccccc2c2nnc(SCC(=O)OCN3C(=O)c4ccccc4C3=O)nc21	1	-5	-0.3	-2.3	-9	-2	31	1	97
CCC1=Nc2cc(C(=O)NCCCN3CCOCC3)ccc2Sc2ccccc21	2	-5	1.5	1.3	0	-8	9	-1	103
O=C(Nc1ccc(N2CCCC2)cc1)c1ccc(Br)o1	3	-3	-1.0	-1.2	14	0	6	8	102
O=C(Oc1ccc(Cl)cc1)c1ccc2nccnc2c1	2	-2	2.3	0.9	-6	-5	-2	7	108
CC1CCC(NC(=O)CCS(=O)(=O)c2ccc3c(c2)NC(=O)CO3)CC1 (configuration not stated)	5	-5	-1.1	-1.9	-10	-9	13	1	105
O=C(COC(=O)/C=C/c1cccc(C(F)(F)F)c1)NC1CCCCCC1	nt	1	0.5	0.3	nt	-6	nt	nt	nt
O=C(/C=C/Nc1ccccc1)C(F)(F)F	-2	-7	0.3	0.3	-10	7	-1	1	97
O=C(CCNC(=O)c1ccc([N+](=O)[O-])cc1)NNC(=O)c1ccncc1	6	0	1.0	1.1	-15	0	12	3	106
CCC(C)c1ccc(OCC(=O)Nc2ccc3[nH]c(=O)[nH]c3c2)cc1 (configuration not stated)	1	0	1.2	1.5	1	-11	13	1	111
NC(=O)c1nnn(-c2cccc(C(F)(F)F)c2)c1-c1ccccc1	6	-6	-0.3	-3.5	-11	1	nt	-10	104
Cc1c(C)c2c(OCC(=O)N[C@@H](Cc3ccccc3)C(=O)O)cc3c(c2oc1=O)CCC(C)(C)O3	0	3	0.2	0.1	-14	-3	2	5	101
COc1ccc(N2C(=O)CC(SCc3ccc(Cl)cc3)C2=O)cc1 (configuration not stated)	-4	-19	12	12	3	-1	nt	-15	94

Screening data deposited in PubChem BioAssay by several laboratories.

This is a random part of the collection; 4.1% or so of the library scored in one or more.
